uPA generation: cell surface uPA generation inhibition. cell surface uPA generation assay, qHTS. Potency, µM (doses to about 38.3 µM), for the others: at the top dose activity change, negative = inhibition, usual class: inhibitors. hit rate 0.31% among 330,000; active = well fitted inhibition curve with a large enough effect; inconclusive = small, poorly fitted or top-dose-only effect; inactive = no such curve, though single readings can be large or run the other way; tested in mouse RAW 264.7 cells; note: % is set by controls: 0 for no effect and ±100 for the full control effect; nearly all actives have a fitted effect of over 55% in size
Gal4-VP16 FLuc: Gal4-VP16 reporter inhibition counter-screen; Drosophila S2 Gal4-VP16 UAS-luciferase, luminescence, 20 h; hit rate 3.5% among 310,000; Potency, µM (titrated, usually from 53.6 µM), inactives show at the top dose activity, negative = inhibition, most hits filed as inhibitors; AID 2546;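 note: Gal4-VP16 expression switched on by copper sulfate through the metallothionein promoter; % is set by controls: 0 for no effect and ±100 for the full control effect; nearly all actives have a fitted effect of over 50% in size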
ELG1 genotoxic: induces genotoxicity in HEK293T cells with luciferase-tagged ELG1 | Potency, µM (highest dose often 46 µM), for the others: at the top dose activity change, positive = activation, actives largely listed as activators | HEK293T ELG1-luciferase reporter, luminescence, 16 h | hit rate 1.3% among 330,000; note: % of control where 0% means no effect; nearly all actives have a fitted effect of over 60% in size
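Genotoxicity was scored as increased ELG1-luciferase reporter signal, measured by ONE-Glo luminescence (30 min, room temperature). Compound or vehicle exposure of the HEK293T reporter cells lasted 16 hr at 37°C.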
MLL CXXC-DNA inh: MLL CXXC-DNA interaction inhibition; Q03164; MLL-CXXC / FITC-HOXA9 DNA fluorescence polarization; Potency, µM (top dose mostly 115 µM), for the others: top-dose activity change, negative = inhibition, actives largely listed as inhibitors; hit rate 0.037% among 290,000; AID 2662; active = well fitted inhibition curve with a large enough effect in the polarisation, with a control signal flat, not every such curve was filed as active; inconclusive = small, poorly fitted or top-dose-only effect, or effect the other way, or a change in a side signal; inactive = no such curve, though single readings can be large or run the other way; the % refers to the polarisation
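Fluorescence polarization: 7 uM MLL-CXXC (stock) preincubated 5 min with compounds, then 50 nM fluorescein-HOX-A9 DNA (stock) added; 30 min ambient. Buffer 50 mM Tris-HCl pH 7.5, 50 mM NaCl, 1 mM DTT, 0.05% BSA.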
RORg inh: blocks mouse ROR gamma transcriptional activity. Drosophila S2 Gal4-RORgamma UAS-luciferase reporter, 20 h. Potency, µM (titrated, usually from 53.6 µM), without a hit: at the top dose activity change, negative = inhibition, actives largely listed as inhibitors. P51450. hit rate 5.4% among 310,000; note: % is set by controls: 0 for no effect and ±100 for the full control effect; nearly all actives have a fitted effect of over 60% in size
Target sequence (P51450 whole entry, looked up, the tested form may be a part): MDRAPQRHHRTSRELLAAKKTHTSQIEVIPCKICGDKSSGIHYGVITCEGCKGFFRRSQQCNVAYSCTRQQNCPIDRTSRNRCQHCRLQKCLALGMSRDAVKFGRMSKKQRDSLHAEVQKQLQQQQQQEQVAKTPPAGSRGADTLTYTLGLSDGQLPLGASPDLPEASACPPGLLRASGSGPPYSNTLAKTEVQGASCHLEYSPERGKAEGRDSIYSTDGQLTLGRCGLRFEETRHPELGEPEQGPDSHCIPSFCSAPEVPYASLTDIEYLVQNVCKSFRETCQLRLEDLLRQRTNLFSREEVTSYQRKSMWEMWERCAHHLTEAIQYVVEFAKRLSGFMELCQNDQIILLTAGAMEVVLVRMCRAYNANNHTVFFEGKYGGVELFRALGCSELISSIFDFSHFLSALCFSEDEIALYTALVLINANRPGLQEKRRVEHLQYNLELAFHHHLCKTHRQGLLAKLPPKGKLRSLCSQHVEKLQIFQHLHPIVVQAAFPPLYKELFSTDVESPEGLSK
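Luciferase reporter read in Schneider cells carrying Gal4-RORγ (mouse) and UAS-Photinus luciferase; cells given compound 1 h before 700 uM copper sulfate induction, then incubated 20 h at ambient temperature.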
NPC1 promoter act: activators of NPC1 promoter. Huh7 NPC1 promoter luciferase reporter, 24 h. AID 485313. hit rate 2.4% among 320,000. Potency, µM (highest dose often 9.22 µM), for inactives: top-dose activation, most hits filed as activators;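 note: % of control where 0% means no effect; nearly all actives have a fitted effect of over 60% in size; reporter is driven by a mutant NPC1 promoter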
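Cells: Huh7 expressing luciferase under the NPC1 promoter, 1500/well. Seeded 2 h, compound added, incubated 24 h at 37 °C. Luciferase reagent, 10 min ambient, then luminescence.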
p53 reactivation: restores transcriptional activity of mutant p53 | H1299 p53-A138V BP100-luciferase reporter, luminescence, 24 h | Potency, µM (highest dose often 92.2 µM), inactives show at the top dose activity change, positive = activation, most hits filed as activators | hit rate 0.063% among 320,000 | AID 504706; note: % of control where 0% means no effect; nearly all actives have a fitted effect of over 45% in size
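H1299 (p53-null), stable ts p53-A138V + BP100-Luc; 1000 cells/well, Opti-MEM/10% FBS; cpd 4 pt, 1:5; 24 h, 37 deg C, 5% CO2; detection reagent 10 min RT; luminescence.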
BRCA1 expr act: BRCA1 expression activation; MCF7-BRCA1-FFLuc reporter, luminescence, 48 h; response scale: scaled: vehicle 0%, 10 µM genistein 100%; AID 624202; hit rate 1.1% among 380,000; Potency, µM (titrated, usually from 46.1 µM), without a hit: at the top dose activation, usual class: activators; note: nearly all actives have a fitted effect of over 80% in size; some results filed as inactive show a strong effect at the top dose
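48 h compound treatment of MCF7-BRCA1-FFLuc cells (phenol-red free MEM, 37 °C), then 15 min with luciferase substrate and luminescence imaging.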
MBNL1 CUG block: inhibitors of human MBNL1 binding to CUG repeat RNA. TR-FRET MBNL1-His/biotin-(CUG)12 binding, 665/545 ratio. Potency, µM (highest dose often 57.5 µM), for inactives: at the highest dose activity change, negative = inhibition, usual class: inhibitors. hit rate 0.036% among 280,000. AID 2675; active = well fitted inhibition curve with a large enough effect in the signal ratio, with a control signal flat, not every such curve was filed as active; inconclusive = small, poorly fitted or top-dose-only effect, or effect the other way, or a change in a side signal; inactive = no such curve, though single readings can be large or run the other way; the % refers to the signal ratio; note: % is set by controls: 0 for no effect and ±100 for the full control effect
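Compound titration spanned 92 nM–58 uM against the MBNL1-His/biotin-(CUG)12 complex. After 60 min at room temperature with 5 nM streptavidin-XL665 and 0.055 ng/ul terbium anti-His, ratiometric 665/545 nm emission (Ex 340 nm) normalized to controls.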
FLuc modulator: firefly luciferase modulation, counter-screen for miR-21 project; hit rate 6.9% among 360,000; P08659; purified FLuc, Km substrates, luminescence inhibition; Potency, µM (doses to about 57.5 µM), without a hit: top-dose activity change, negative = inhibition, usual class: inhibitors;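 note: plate controls were vehicle for no effect and reference inhibitor for full effect; nearly all actives have a fitted effect of over 55% in size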
Target sequence (P08659 whole entry, looked up): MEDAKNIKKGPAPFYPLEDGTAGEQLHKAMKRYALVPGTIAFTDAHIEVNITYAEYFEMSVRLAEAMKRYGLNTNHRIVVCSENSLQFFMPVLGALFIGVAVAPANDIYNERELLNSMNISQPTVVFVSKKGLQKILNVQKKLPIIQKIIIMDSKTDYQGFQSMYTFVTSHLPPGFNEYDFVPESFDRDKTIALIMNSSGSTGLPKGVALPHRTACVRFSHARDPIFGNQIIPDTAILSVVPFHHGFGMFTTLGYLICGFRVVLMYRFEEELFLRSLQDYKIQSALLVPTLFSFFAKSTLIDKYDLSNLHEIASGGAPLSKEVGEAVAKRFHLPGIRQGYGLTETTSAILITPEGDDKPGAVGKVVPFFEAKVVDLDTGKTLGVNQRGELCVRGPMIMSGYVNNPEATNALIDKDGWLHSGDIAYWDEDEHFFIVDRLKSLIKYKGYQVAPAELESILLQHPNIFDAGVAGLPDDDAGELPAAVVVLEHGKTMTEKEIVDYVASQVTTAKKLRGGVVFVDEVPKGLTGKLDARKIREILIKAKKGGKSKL
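Purified P. pyralis luciferase, 10 nM final, with Km-level 10 uM D-luciferin and 10 uM ATP in 50 mM Tris acetate pH 7.5, 10 mM Mg acetate, 0.01% Tween-20, 0.05% BSA; 6-point qHTS titration about 60 µM downward; luminescence read.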
Rab9 prom act: activators of Rab9 promoter; Potency, µM (titrated, usually from 9.22 µM), inactives show at the highest dose activation, negative = inhibition, usual class: activators; Huh7 Rab9 promoter-luciferase reporter, luminescence, 24 h; hit rate 2.8% among 320,000; note: % of control where 0% means no effect; nearly all actives have a fitted effect of over 60% in size
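Stable Rab9-luc Huh7, 1500 cells/well, 2 h settle; cmpd in DMSO, 24 h, 37 °C/5% CO2; luciferase reagent 10 min RT; luminescence.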
* = called active by the depositor; ? = inconclusive; · = not tested or not shown; & = joins results of further samples; ! = repeats disagree; [ ] = dose if it differs, or a comment. Unless noted, calls come from the whole dose curve; as a rule, active = well fitted curve in the direction sought with a large enough effect; inconclusive = small, poorly fitted or top-dose-only effect, or another doubt; inactive = no such curve, though single readings can be large; an effect the other way counts as inactive or inconclusive. Potency is the fitted concentration of half-maximal effect. These rows are one share of the data; count on the stated rates, not on these rows.

SMILES	uPA generation	Gal4-VP16 FLuc	ELG1 genotoxic	MLL CXXC-DNA inh	RORg inh	NPC1 promoter act	p53 reactivation	BRCA1 expr act	MBNL1 CUG block	FLuc modulator	Rab9 prom act
O=C(COC(=O)/C=C/c1cccc(F)c1)Nc1ccc2[nH]c(=O)[nH]c2c1	-1%	·	3%	·	·	0%	-8%	-1%	·	0%	2%
CCCCOc1ccc(-c2cc(C(=O)NNC(=S)NCC)c3ccccc3n2)cc1	·	2.5µM*	?	?	5µM*	?	3%	-83%[inhibitor]	3%	0.076µM*	?
S=c1[nH]ncc2ccccc12	5%	-29%	12%	-12%	?	6%	?	11%	37%[activator]	-16%	1%
O=C(c1ccccc1)N1CCCC(C(=O)N2CCCCC2)C1 (stereo not drawn)	5%	-14%	-2%	4%	-13%	-6%	-2%	6%	6%	3%	0%
Oc1c(I)cc(Cl)c2cccnc12	-22%	1µM*!	?	0%	0.4µM*	-3%	16%	-64%&-65%	26%	1%	1%
CCOC(=O)c1[nH]c(C)c(C(=O)OCC(=O)NCc2ccc(Cl)cc2)c1C	5%	·	2%	·	·	-1%	-8%	-15%	·	0%	-10%
Cc1ccc(C)c(NC(=O)CSc2nnc(CCCCCNC(=O)OC(C)(C)C)o2)c1	3%	-1%[0.365 µM]	0%	-3%	?	0%	-4%	0%	-1%	-16%	-3%
CCCCn1nnc(NC(=O)c2ccc(-c3cccc(Cl)c3)o2)n1	-3%	0%	0%	-6%	-16%	14%	12%	17%	7%	?	11%
O=c1c2cc(F)ccc2[nH]c(=S)n1CCCN1CCOCC1	·	?	0%	-1%	11µM*	-4%	-20%	1%	8%	0%	-2%
O=C(NCC1CCCO1)c1ccc(COc2ccc(Cl)cc2)cc1 (stereo not drawn)	-1%	0%	-5%	11%	?	-1%	-4%	35%	-1%	-11%	-3%
Cc1ccc(/C=C2/NC(=O)N(Cc3ccc(Br)cc3)C2=O)o1	1%	?	12%	4%	?	-1%	-10%	-23%	6%	0%	2%
COc1ccccc1Nc1c([N+](=O)[O-])cncc1[N+](=O)[O-]	-2%	0%	-1%	8%	-42%	1%	2%	-21%	?	4%	1%
CC(OC(=O)C1CCC1)C(=O)Nc1cc(Cl)cc(Cl)c1 (stereo not drawn)	3%	·	2%	·	·	-2%	-1%	-26%	·	3%	-3%
COC(=O)Cc1c(C)nc2nc(-c3ccccc3)[nH]n2c1=O	-2%	0%	7%	4%	15%	8%	11%	16%	-7%	17µM*	2%
CN1CCc2nc(SCC(=O)Nc3ccc(F)cc3)c(C#N)cc2C1	·	·	0%	-3%	15%[0.365 µM]	16%	-2%	·	?	-6%	22%
CCCCC(=O)N=c1sc2c(OC)ccc(OC)c2n1C	0%	-18%	-1%	-3%	30%	1%	-2%	-43%	-8%	1%	-4%
Cc1nc2ccn(Cc3ccccc3)c(=O)c2cc1C(=O)N1CCN(c2ccccc2)CC1	2%	-10%	-6%	-3%	-28%	0%	-18%	26%	12%	3%	0%
O=c1oc(-c2ccccc2Br)nc2ccccc12	-10%	·	6%	?	·	-5%	·	1%	-9%	?	0%
CCOCCn1[nH]c2ccccc2c1=O	5%	·	2%	·	·	9%	13%	3%	·	1%	9%
CC(NC(=O)c1ccccc1N)c1ccccc1 (stereo not drawn)	-2%	-12%	-1%	3%	35%	-5%	-2%	2%	-1%	-2%	-1%
Cc1cc(N2CCN(c3ccccc3)CC2)n2nnnc2n1	7%	6%	0%	2%	14%	2%	-3%	-8%	7%	-2%	-1%
CC(C)OCCCNC(=O)C1CCC(=O)N1C1CCCC1 (stereo not drawn)	·	1%	-1%	5%	-7%	-1%	0%	-9%	-13%	0%	11%
COc1ccc(C(=O)OCC(=O)NCCCc2ccccc2)c(OC)c1	-3%	4%	1%	-1%	-5%	1%	1%	13%	0%	1%	-5%[1.84 µM]
Cc1noc(C)c1CN1C(=O)c2ccc([N+](=O)[O-])cc2C1=O	-4%	11%	-3%	1%	-26%	2%	2%	-3%	?	-1%	12%
N#CC[C@H](Cc1ccccc1)N1CC[C@@H](NC(=O)OCc2ccccc2)CCC1=O	5%	1%	1%	27%	10%	-2%	·	-4%	8%	-1%	-1%
CCN(CCNC(=O)C1CCN(c2nnc(-n3cccc3)s2)CC1)c1ccccc1	-8%	2%	-4%	1%	-11%	-2%	1%	1%	9%	5%	-1%
COc1cc(C)c(S(=O)(=O)n2c([N+](=O)[O-])cnc2C)cc1C	2%	-20%	2%	-4%	-6%	8%	8%	0%	?	-9%	0%
COc1ccc(Cn2c(CCC(=O)NCc3ccco3)nc3cccnc32)cc1	·	4%	2%	0%	16%	-1%	-15%	4%	1%	2%	-2%
Cc1cccc(OCC(=O)NCc2ccncc2)c1C	2%	-7%	3%	-8%	-9%	-4%	-4%	0%	-8%	-3%	-1%
O=C(CSc1ccc2nnc(CCNC(=O)c3ccccc3)n2n1)NCc1ccco1	5%	-2%	11%	34%	2%	-5%	-11%	-7%	-3%	-2%	0%
COc1ccc(C(C)=O)cc1CN1C(=O)NC2(CCCC2)C1=O	-3%	-3%	5%	6%	-13%	-8%	0%	4%	-1%	6%	0%
O=C(COC(=O)c1ccc(Cl)cc1O)NCCN1C(=O)CSC1=O	4%	-4%	-2%	1%	?	0%	-2%	18%	-3%	-2%	1%
CC1(C)CC(=O)C(C(C2=C(O)CC(C)(C)CC2=O)c2cccc(O)c2)C(=O)C1 (stereo not drawn)	·	-16%	-4%	-11%	-13%	-2%	5%	-21%	-8%	-18%	13%
CCN(CC)c1ccc(/C=N/NC(=O)OC(C)(C)C)cc1	-1%	15%	?	0%	?	?	26%	84%	?	11µM*	2.8µM*
CCCCCCc1cc2cc(/C(N)=N/NC(=O)c3ccncc3)c(=O)oc2cc1O	6%	·	-3%	·	·	2%	-2%	-1%	·	4%	-3%
CC(=O)NCCOc1c(C)cc(S(N)(=O)=O)cc1C	-9%	8%	-2%	-2%	-10%	4%	-1%	5%	-2%	3%	7%
COCCNc1nc(C)cc(-c2cc(-c3ccc(Cl)cc3)on2)n1	16%	12%	0%	2%	9%	10%	2%	2%	7%	15µM*	0%
Cc1onc(-c2c(F)cccc2Cl)c1C(=O)O/N=C(\N)c1ccc([N+](=O)[O-])o1	6%	-25%	-10%	-10%	-13%	-3%	18%	-27%	?	-3%	0%
CC(=O)NNC(=O)CSc1nnc(-c2ccccc2)c(-c2ccccc2)n1	15%	·	0%	-3%	·	2%	·	-7%	?	-15%	6%
CCOC(=O)Cc1csc(N/N=C\c2ccccc2OC)n1	-25%	-5%	8%	-8%	9%	26%	-4%	16%	9%	11µM*	20%
N#CCc1ccc(NC(=O)c2ccccc2C(=O)Nc2ccc(CC#N)cc2)cc1	0%	28%	1%	?	26%	3%	9%	-2%	20%	-1%	2%
Cc1ccc(S(=O)(=O)NCCC(=O)N2CCOCC2)cc1C	11%	·	-4%	·	·	-8%	2%	8%	·	1%	-6%
COc1ccc(NC(=O)CC(Cc2ccccc2)C(=O)O)cc1 (stereo not drawn)	4%	-2%	1%	0%	-1%	1%	1%	4%	0%	6%[2.3 µM]	1%
COc1cc(CCCN2C(=S)NC[C@H]2Cc2ccc(O)cc2)cc(OC)c1OC	-3%	-9%	-8%	3%	33%	-1%	-3%	-12%	19%	1%	-3%
O=C(c1cccc(NS(=O)(=O)c2cccc(C(F)(F)F)c2)c1)N1CCOCC1	-14%	-2%	-1%	-3%	-15%	-1%	-13%	7%	1%	-1%	-1%
Cc1nc(C)c(C(=O)Nc2cccc(C)c2C)o1	-22%	-11%	-1%	6%	-14%	1%	4%	0%	-8%	-1%	-4%
C=CCn1c(SCC(=O)N2CCOCC2)nc(O)cc1=O	2%	?	-1%	-5%	12%	1%	4%	-9%	-14%	-4%	1%
C1CN(c2nc3nonc3nc2N2CCSCC2)CCO1	2%	-2%	0%	-6%	1%	-2%	-3%	-2%	6%	-1%	1%
O=C1CC(NC23CC4CC(CC(C4)C2)C3)C(=O)N1c1ccc2c(c1)OCO2 (stereo not drawn)	-2%	4%	0%	-2%	-10%	-6%	?	24%	1%	3%	-4%
Cc1cccc(-n2nnnc2SCC(=O)NCC2CCCO2)c1 (stereo not drawn)	-1%	5%	-2%	-3%	8%	-1%	-8%	5%	-10%	0%	-7%

Assay outcomes from PubChem BioAssay.
